ARFGAP1 inhibitor: inhibitors of rat ARFGAP1; Q62848; Arfgap1-stimulated ARF1 GTP hydrolysis, GDP FP detection; inhibition, % at 16.5 µM; 0.26% of 360,000 active;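 active = inhibition above a per-plate limit, mean inhibition of low control wells plus 3 SD, cut at about 25% in these data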;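 also: 0% = DMSO wells with enzyme and 100% = wells lacking Arfgap1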
Target sequence (Q62848 1-136 limits assumed): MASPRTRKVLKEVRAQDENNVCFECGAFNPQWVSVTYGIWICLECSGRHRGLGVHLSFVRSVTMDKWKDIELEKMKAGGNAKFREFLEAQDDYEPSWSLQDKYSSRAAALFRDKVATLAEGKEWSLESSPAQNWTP
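System: truncated rat Arfgap1 GAP domain / Medium: HEPES-based buffer, pH 7.5 / Also added: N-terminally truncated human ARF1-GTP substrate / Incubation: enzyme reaction 120 min at 25 °C after 20 min preincubation / Measured by: FP of antibody-bound GDP Alexa 633 tracer, ex 620/em 688 nm / Replicates: singlicate, each compound tested once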
PLC-gamma1 inh: blocks human PLC-gamma1 enzyme activity | AID 720700 | purified PLC-gamma1, fluorogenic substrate, fluorescence | inhibition, % at 12.2 µM | 0.84% of 370,000 active; in the data active = inhibition above about 9.5%
ASAP1 inh: inhibitors of human ASAP1 ArfGAP activity | ASAP1-stimulated ARF1 GTP hydrolysis, GDP FP detection | inhibition, % at 16.5 µM | 0.19% of 360,000 active | AID 624377; in the data active = inhibition above about 25%;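 also: 0% = vehicle with enzyme and substrate and 100% = no enzyme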
DDE Tn6 FP inh: DD(E)-Tn6 binding inhibition, primary FP screen; 0.21% of 370,000 active; Fibrin DD(E) TRITC-Tn6 fluorescence polarization displacement; P02675; AID 720509; inhibition, % at 8.3 µM;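 active = inhibition above a per-campaign cutoff: mean of compounds within control limits plus 3 SD, cut at about 15% in these data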;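 also: 0% = median of all compound wells on the plate and 100% = blocking peptide control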
sPLA2-III inh: Blocks human group III sPLA2 activity | Q9NZ20 | QFRET BODIPY PC-A2 liposome hydrolysis, fluorescence | inhibition, % at 12.2 µM | 0.56% of 370,000 active;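 active = inhibition above mean plus 3 SD of compounds lying within the high and low control bounds, cut at about 19% in these data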;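 also: 0% = median of test compound wells and 100% = no enzyme DMSO wells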
Target sequence (Q9NZ20 whole entry, looked up): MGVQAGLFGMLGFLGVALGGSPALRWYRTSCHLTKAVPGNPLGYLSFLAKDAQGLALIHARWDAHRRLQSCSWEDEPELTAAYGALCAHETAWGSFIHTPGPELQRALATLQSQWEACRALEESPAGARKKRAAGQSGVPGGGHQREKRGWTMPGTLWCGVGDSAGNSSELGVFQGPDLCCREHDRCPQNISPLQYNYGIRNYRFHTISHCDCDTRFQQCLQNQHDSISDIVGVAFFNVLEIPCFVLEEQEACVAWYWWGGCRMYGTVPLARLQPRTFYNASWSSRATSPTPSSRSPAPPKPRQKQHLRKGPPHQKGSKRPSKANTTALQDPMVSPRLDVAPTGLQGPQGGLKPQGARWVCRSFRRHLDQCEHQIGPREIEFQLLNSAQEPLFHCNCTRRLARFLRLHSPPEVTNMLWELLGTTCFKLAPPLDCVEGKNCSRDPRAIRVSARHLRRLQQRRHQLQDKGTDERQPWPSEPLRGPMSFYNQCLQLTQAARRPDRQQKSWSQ
NR1D1 modulator: modulators of human Rev-erb alpha DNA binding | P20393 | Rev-erbα–FITC-DNA binding, fluorescence polarization, 90 min | activity, % at 10 µM | 0.79% of 370,000 active;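 active = activity above about 14%, limit read from the data; passing the limit was not always enough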;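 also: 0% = DMSO wells with 35 nM protein and 100% = DMSO wells with 750 nM protein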
KLK7 zymogen act: proKLK7 (human) activation, primary screen; P49862; purified proKLK7, EDANS-DABCYL substrate fluorescence; 100% is mature enzyme control, 0% vehicle; activation, % at 7 µM; 0.9% of 370,000 active;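 active = activation above the mean of all tested compounds plus 3 SD, computed per campaign excluding outliers beyond control limits, cut at about 13% in these data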
Target sequence (P49862 whole entry, looked up): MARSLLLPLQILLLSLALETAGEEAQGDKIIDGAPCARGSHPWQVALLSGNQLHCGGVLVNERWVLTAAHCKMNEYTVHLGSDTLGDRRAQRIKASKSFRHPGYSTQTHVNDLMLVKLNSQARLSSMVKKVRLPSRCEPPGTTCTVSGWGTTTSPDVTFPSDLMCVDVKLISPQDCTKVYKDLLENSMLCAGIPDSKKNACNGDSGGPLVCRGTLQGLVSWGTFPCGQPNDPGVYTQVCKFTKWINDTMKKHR
PLCb3 inh: blocks human PLC-beta3 enzyme activity; Q01970; Purified PLC-beta3, fluorogenic substrate, fluorescence; inhibition, % at 12.2 µM; 0.18% of 370,000 active; in the data active = inhibition above about 11%;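 also: 0% = median of compound wells on plate and 100% = full blocker control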
DDE Tn7 FP inh: disrupts Tn7 cyclic peptide binding to fibrin D-Dimer-E complex | P02675 | inhibition, % at 8.3 µM | FP displacement of FITC-Tn7 peptide from fibrin DD(E); 0% = median of compound wells per plate | 0.13% of 370,000 active | AID 720508;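 active = inhibition above the mean of compounds falling within the control limits plus 3 SD of them, cut at about 14% in these data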;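 also: 0% = plate median of compound wells and 100% = 10 µM Aha-Tn7 peptide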
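Assay system: Fibrin-DD(E) protein isolated from polymerized human fibrin clots; read-out basis: percent inhibition; medium: Tris/NaCl/CaCl2 buffer, pH 7.8; signal: FP measurement; incubation: 10 min plus 3 h, room temperature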
UHRF1 binding: blocks human UHRF1 binding to methylated DNA. Q96T88. UHRF1 binding to methylated oligo, TR-FRET. inhibition, % at 4.4 µM. 0.75% of 370,000 active; in the data active = inhibition above about 21%;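 also: UHRF1 SRA domain binding a hemimethylated CpG hairpin DNA probe; 0% = median of test compound wells and 100% = reference inhibitor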
Numbers without * were called inactive; i = inactive; · = no result given.

SMILES	ARFGAP1 inhibitor	PLC-gamma1 inh	ASAP1 inh	DDE Tn6 FP inh	sPLA2-III inh	NR1D1 modulator	KLK7 zymogen act	PLCb3 inh	DDE Tn7 FP inh	UHRF1 binding
COc1ccc(CNCCC2(Cc3ccccc3)CC(C)N(C)CC2C)cc1OC (centres undefined)	8	2	5	0	2	-2	0.4	4	-1	1
CC1(C)CC(=O)C=C(c2ccccc2-c2ccc3c(c2)OCO3)C1=O	8	-5	-12	2	12	14	0.2	-11	0	0
CC(NC(=O)/C(=C/c1cccc([N+](=O)[O-])c1)NC(=O)c1ccco1)C(=O)O (centres undefined)	-6	1	-5	-1	1	-7	-1.0	4	7	10
CCOC(CNC(=O)C(=O)Nc1cc2c3c(c1)CCC(=O)N3CCC2)OCC	17	0	-10	2	-4	-1	0.4	-3	5	0
CCOC(=O)[C@H]1[C@H]2COc3ccc(C)cc3[C@@H]2N2C(=O)c3cc(F)ccc3NC(=O)[C@@]12C	0	1	10	1	-1	1	-0.6	4	-2	3
Cc1ccc([N+](=O)[O-])c(OCC(O)CNC(C)(C)C)c1 (centres undefined)	1	3	9	3	6	1	0.4	-3	-8	3
COc1cccc(OC)c1C(=O)Nc1cccc(S(=O)(=O)Nc2ccccc2Cl)c1	-4	1	-14	7	-10	3	-0.2	0	3	-2
CCN1CCc2c(C#N)c(NCc3ccccc3)nc(N(CC)CC)c2C1	1	-57	9	3	-12	2	0.3	-78	1	8
O=c1c2cc([N+](=O)[O-])cc([N+](=O)[O-])c2[nH]n1-c1ccccc1	10	5	-2	-9	21*	-1	-0.2	-6	-1	-9
CCN(CC(=O)NCc1cccs1)S(=O)(=O)c1cccc(C(C)=O)c1	-10	1	-2	-3	1	-5	0.3	0	-4	24*
O=C(c1cccs1)N1C[C@H](n2cc(C3CC3)nn2)[C@@H](O)C[C@@H]1c1ccccc1	1	-1	-10	0	0	-8	0.4	1	1	-1
CN(C)S(=O)(=O)c1cc(NC(=O)CN2CCN(c3ccccc3)CC2)ccc1Cl	6	-2	16	3	-4	-1	0.8	-1	1	0
COc1cccc(-c2cc(=O)c3cc(NC(=O)c4ccc(Cl)cc4)ccc3[nH]2)c1	2	1	5	-1	5	-16	0.2	1	-2	8
COc1cnc(SCc2c(Cl)cccc2Cl)nc1Cl	4	4	5	-5	5	7	0.5	1	-13	4
Cc1ccc2cc(C#N)c(N3CCN(C)CC3)nc2c1	-12	-16	3	-5	-7	-5	3.1	-25	2	-6
O=C(CN1C2CCCC1CC(NC(=O)c1ccco1)C2)Nc1ccccc1 (centres undefined)	13	7	7	10	17	2	0.2	1	1	2
CC(=O)Nc1ccc(S(=O)(=O)N2CCN(C3CCCCCCC3)CC2)cc1	-7	6	5	4	-23	-2	-0.2	3	0	0
C=CCSC1=N/C(=C\c2cc(OC)c3c(c2)OCO3)C(=O)S1	8	1	4	8	-1	-6	-0.6	-1	-2	9
Cc1nn(Cc2ccccc2Cl)c2sc(C(=O)NCCCn3ccnc3)cc12	8	1	-3	3	-18	2	-0.2	-2	9	0
COC(=O)C(C)Sc1ncnc2c1c(-c1ccccc1)cn2-c1ccc(OC)cc1 (centres undefined)	4	2	0	3	-4	0	-1.0	-3	-3	4
C#CCNC(=O)C[C@H]1C[C@@]2(C(=O)OC)C(=C[C@H](C(C)C)O[C@@H]2C2CC2)N(Cc2cccc3ccccc23)C1=O	·	9.5*	·	-3	-9	8	-0.8	-1	-2	0
O=C(OCc1ccccc1)C1=NNC2C(=O)N(c3ccccc3)C(=O)C12 (centres undefined)	16	1	24	-4	23*	-5	-0.2	-8	7	6
COCCCN1C(=O)C(=O)/C(=C(/O)c2ccc(OC(C)C)cc2)C1c1ccc(O)c(OC)c1 (centres undefined)	-8	4	-10	4	5	-1	0.0	0	8	-5
CCN(CC)CC#CC(O)(c1ccccc1)c1ccccc1	2	0	-3	-2	-9	-4	0.1	-5	3	-1
Cc1ccc(NC(=O)COC(=O)CNC(=O)c2ccc(C)s2)cc1	8	3	-8	7	6	4	-0.2	-5	0	7
CC(=O)N1c2ccc(S(=O)(=O)N3CCOCC3)cc2CC1C (centres undefined)	-3	5	9	4	0	2	-0.4	0	-9	5
COc1ccc(-c2nc3c(C)cc(Br)cn3c2CC2CCCCC2)cc1OC	-3	-10	0	1	0	3	-1.3	-17	-3	23*
O=C(NCc1ccccc1)[C@@H]1CCCN1C(=O)[C@H]1CCCN1C(=O)c1ccc(F)cc1F	-4	3	-7	7	0	5	-0.2	5	-2	-2
COc1ccccc1CCN=C(N)NS(=O)(=O)c1ccc(C)cc1	-5	0	2	3	-5	-4	0.6	1	3	2
O=C(c1cnn2c(-c3ccccc3)cc(-c3ccccc3)nc12)N1CCN(Cc2ccccc2)CC1	-6	i	1	1	-20	0	-19	i	2	0
COC(=O)C(Cc1ccc(O)cc1)N1Cc2ccccc2C1=O (centres undefined)	1	0	-2	5	-4	4	0.4	-1	5	-2
Cc1c(NC(=O)C(C)Sc2n[nH]c(N)n2)c(=O)n(-c2ccccc2)n1C (centres undefined)	10	-4	-7	-1	8	·	-0.3	4	-7	5
COc1ccccc1-n1nnnc1SCC(=O)N(C)C1CCS(=O)(=O)C1 (centres undefined)	12	3	7	-2	2	7	-0.6	-2	-11	-1
COCCOC(=O)c1c(C)n(C)c2ccc(OC(=O)c3cccs3)cc12	3	8	14	0	5	-2	0.1	4	4	2
NC1=NC(c2ccc(Cl)cc2)n2c(nc3ccccc32)N1 (centres undefined)	-13	1	4	-3	-8	2	0.7	4	-2	-6
Cc1ccc(O)c(-c2cc(C(=O)NCc3ccncc3)[nH]n2)c1	-7	2	3	-4	-1	1	-0.4	5	2	0
CC(=O)N/C(=N\c1nc(C)cc(C)n1)Nc1ccc(Cl)cc1Cl	-10	-1	-10	0	4	10	0.7	-6	-2	3
CC(=O)c1sc(C(C)(C)C)cc1NC(=O)/C=C/C(=O)O	-5	3	-14	-6	10	-4	0.0	-9	2	4
O=C1CCCN1c1nccs1	0	3	0	1	20*	4	-0.4	9	-11	1
CC(/C=C/c1ccccc1)=N\NC(=O)c1cc(C)[nH]n1	-6	1	4	-7	2	-2	0.1	-2	6	-6
O=C(CSc1nnnn1C1CCCC1)Nc1cccc(NC(=O)c2ccco2)c1	0	2	4	0	-2	4	-0.6	-6	4	4
CCc1cccc(N(C)C(N)=Nc2cccc3ccccc23)c1	4	-2	10	9	0	-3	0.6	2	-1	-1
Cc1sc(NC(=O)CSc2nnc(C)c(=O)[nH]2)c(C#N)c1C	8	-8	-6	-3	7	4	-0.2	-10	10	2
O=C(N/N=C\c1c(F)c(F)c(F)c(F)c1F)c1ccc(-c2ccccc2)cc1	-8	-1	-10	-3	1	-7	-0.5	-4	-3	-4
COCCN(Cc1nnc(-c2cccs2)o1)C(=O)CN1C(=O)NC2(CCCCC2)C1=O	-15	6	-7	3	3	-4	1.1	-2	1	5
Cc1ccn2c(NC(=O)c3ccco3)c(-c3ccccc3)nc2c1	-9	1	-9	1	1	-4	-1.0	1	-2	-1
C[C@H]1[C@H](N(Cc2cccs2)Cc2cccs2)CC[C@@]23CCCN2C(=O)CCC[C@@H]13	·	0	·	-1	-2	5	·	2	0	-2
CNC(=O)c1c(NC(=O)c2ccc(S(=O)(=O)N3CCCCC3)cc2)sc2c1CCN(C(C)C)C2	13	-338	0	-19	-30	-7	2.1	-353	-1	16
Cc1ccc(S(=O)(=O)c2c(C)nn(-c3ccccc3)c2OC(=O)c2ccc(Br)o2)cc1	-1	6	1	-3	9	7	1.0	9	-1	2
N#CC(C#N)=C1C(=O)N(CCN2CCOCC2)c2ccccc21	10	-2	5	-10	5	0	1.0	0	0	-1
CC1=C(C(=O)Nc2ccccn2)C(c2cccnc2)n2nnnc2N1 (centres undefined)	1	-33	-6	6	1	-1	21*	-46	-6	0
CCOC(=O)N1CCN(C(C(=O)NC2CCCC2)c2cccc(OC)c2OC)CC1 (centres undefined)	-11	4	-1	-1	6	2	0.5	2	-2	-2
O=Cc1ccc(OCCN2CCCC2=O)cc1	5	-1	4	5	8	0	0.1	-5	0	0
CN(C(=O)c1ccc2c(c1)SC1=NS(=O)(=O)CCN12)C(c1ccccc1)c1ccccc1	-6	-1	11	-5	-8	-2	0.3	-1	-2	5
CC(=O)Oc1ccc2c(c1)CCC1C2CCC2(C)C(OC(C)=O)CCC12 (centres undefined)	2	0	3	-1	1	4	0.4	4	-3	0
COc1ccccc1NC(=O)C1=C(C)Nc2nnnn2C1c1cc(Br)ccc1OC (centres undefined)	1	2	7	1	-6	-2	-0.1	1	-2	0
COc1ccc(-c2nn(-c3ccccc3)cc2C(=O)Nc2ccc(C(=O)O)cc2)cc1	2	2	4	3	-11	-2	-0.3	-6	8	1
Cc1ccc(SCC(=O)OCC(=O)NCc2cccs2)cc1C	-1	-2	-11	6	1	12	-0.1	-6	8	-1
CN1CCN(C2OC(=O)c3ccccc32)CC1 (centres undefined)	1	-2	-12	-2	9	4	0.0	0	0	-2
O=C1CCC(=O)N1CCOP1(=O)COc2ccccc2OC1	-4	0	3	13	3	6	-0.2	0	1	0

Later entries.
SMILES	ARFGAP1 inhibitor	PLC-gamma1 inh	ASAP1 inh	DDE Tn6 FP inh	sPLA2-III inh	NR1D1 modulator	KLK7 zymogen act	PLCb3 inh	DDE Tn7 FP inh	UHRF1 binding
COc1ccc(NS(=O)(=O)c2csc(C(=O)N3CCCC3)c2)cc1	-6	0	0	-1	5	2	-0.5	-6	3	3
COc1ccc(C)cc1N1CC(C(=O)OCc2nc(N)nc(Nc3ccccc3C)n2)CC1=O (centres undefined)	-1	-9	0	0	-3	-3	-0.3	1	1	-1
S=C(NCc1ccco1)N1CCOCC1	3	0	-4	5	8	2	-0.1	1	-5	-1
CCOCCCNC(=O)Cn1cnc2sc(C)c(S(=O)(=O)N3CCN(c4ncccn4)CC3)c2c1=O	-2	-1	1	-5	11	5	0.1	-7	-3	8
CC(C)(C)c1cc(CCC(=O)N2CCC2)cc(C(C)(C)C)c1O	10	2	8	-7	-1	2	0.3	-1	-4	1

One compound at a time, from the list above. Values in the order: ARFGAP1 inhibitor, PLC-gamma1 inh, ASAP1 inh, DDE Tn6 FP inh, sPLA2-III inh, NR1D1 modulator, KLK7 zymogen act, PLCb3 inh, DDE Tn7 FP inh, UHRF1 binding
COc1ccc(C)cc1N1CC(C(=O)OCc2nc(N)nc(Nc3ccccc3C)n2)CC1=O (centres undefined) is listed as -1, -9, 0, 0, -3, -3, -0.3, 1, 1, -1
COc1ccc(NS(=O)(=O)c2csc(C(=O)N3CCCC3)c2)cc1 is listed as -6, 0, 0, -1, 5, 2, -0.5, -6, 3, 3
CC(C)(C)c1cc(CCC(=O)N2CCC2)cc(C(C)(C)C)c1O is listed as 10, 2, 8, -7, -1, 2, 0.3, -1, -4, 1
CCOCCCNC(=O)Cn1cnc2sc(C)c(S(=O)(=O)N3CCN(c4ncccn4)CC3)c2c1=O is listed as -2, -1, 1, -5, 11, 5, 0.1, -7, -3, 8
S=C(NCc1ccco1)N1CCOCC1 is listed as 3, 0, -4, 5, 8, 2, -0.1, 1, -5, -1

Source: PubChem
